S-ASM inh: inhibitors of human secretory acid sphingomyelinase; P17405; placental ASM, HMU-PC fluorogenic substrate, 60 min; Potency, µM (doses to about 57.5 µM), for inactives: at the highest dose activity change, negative = inhibition, most hits filed as inhibitors; actives 0.006% (n = 340,000); AID 504937; note: potency is the fitted concentration of half-maximal effect
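qHTS format. ASM enzyme prepared from human placenta hydrolyses the fluorogenic substrate HMU-PC0 (9 uM final) over 60 min at 37 °C after a 10 min compound preincubation.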
A-T KAP1 phos: potential ataxia-telangiectasia treatments restoring KAP-1 phosphorylation | Potency, µM (doses to about 57.5 µM), for the others: top-dose activation, hits mostly activators | actives 0.19% (n = 320,000) | […] A-T fibroblasts, KAP-1 phosphorylation AlphaLISA; neocarzinostatin DNA damage 30 min before lysis | AID 485349; note: potency is the fitted concentration of half-maximal effect; % of control where 0% means no effect; nearly all actives have a fitted effect of over 45% in size
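ATM-like activity read as KAP-1 phosphorylation via AlphaLISA donor/acceptor antibody pairs after lysis and 6 hr at 25C. Cells were ATM-null patient fibroblasts ([…], hTERT), dosed 60 min, then exposed to the DSB inducer NCS for 30 min.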
Eya2 inh: inhibitors of human Eya2 phosphatase activity; AID 488837; actives 0.006% (n = 330,000); Potency, µM (highest dose often 76.9 µM), inactives show top-dose activity, negative = inhibition, most hits filed as inhibitors; O00167; recombinant Eya2, OMFP fluorescence dephosphorylation (OMFP is methylfluorescein phosphate); note: potency is the fitted concentration of half-maximal effect; % is set by controls: 0 for no effect and ±100 for the full control effect
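Eya2 protein (added as 0.2 uM solution) was preincubated with compound for 10 min at ambient temperature in 50 mM HEPES pH 7.5, 50 mM NaCl, 5 uM MgCl2, 0.05% BSA, 1 mM DTT. OMFP (added at 50 uM) then reacted 10 min; fluorescence read at 485/525 nm.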
BCR signal inh: blocks chronic active B-cell receptor signaling; ABC-DLBCL IkBa-CBG/CBR reporter, luminescence ratio, 4 h; Potency, µM (titrated, usually from 46.1 µM), for inactives: at the highest dose ratio change, negative = lower green/red ratio, hits mostly inhibitors; actives 0.05% (n = 340,000); AID 493014; active = well fitted inhibition curve with a large enough effect in the signal ratio, with a control signal flat, not every such curve was filed as active; inconclusive = small, poorly fitted or top-dose-only effect, or effect the other way, or a change in a side signal; the % refers to the signal ratio;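 note: potency is the fitted concentration of half-maximal effect; plate controls were basal doxycycline-induced cells for no effect and cells given 10 µM MG132 for full effect; MG132 reads +100%, hits lower the ratio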
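TMD8 human ABC-DLBCL cells with doxycycline-inducible IκBα–green luciferase fusion and unfused red luciferase, in 0.5% FBS medium; compounds up to 46 uM, 4 h at 37C. Green/red luminescence ratio, filter-overlap corrected, fitted to concentration-response curves.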
TSHR antagonist: human thyrotropin receptor antagonism; P16473; TSHR-expressing cells, TSH-stimulated cAMP HTRF, 2 h; hits give low values; activity change, negative = inhibition, % at 11.5 µM; actives 0.2% (n = 330,000); AID 504810;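 active = activity change below a set negative limit, meaning inhibition stronger than a set level, cut at about -70% in these data; inconclusive = activity change between two set negative limits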; note: % is set by controls: 0 for no effect and ±100 for the full control effect
Target sequence (P16473 whole entry, looked up): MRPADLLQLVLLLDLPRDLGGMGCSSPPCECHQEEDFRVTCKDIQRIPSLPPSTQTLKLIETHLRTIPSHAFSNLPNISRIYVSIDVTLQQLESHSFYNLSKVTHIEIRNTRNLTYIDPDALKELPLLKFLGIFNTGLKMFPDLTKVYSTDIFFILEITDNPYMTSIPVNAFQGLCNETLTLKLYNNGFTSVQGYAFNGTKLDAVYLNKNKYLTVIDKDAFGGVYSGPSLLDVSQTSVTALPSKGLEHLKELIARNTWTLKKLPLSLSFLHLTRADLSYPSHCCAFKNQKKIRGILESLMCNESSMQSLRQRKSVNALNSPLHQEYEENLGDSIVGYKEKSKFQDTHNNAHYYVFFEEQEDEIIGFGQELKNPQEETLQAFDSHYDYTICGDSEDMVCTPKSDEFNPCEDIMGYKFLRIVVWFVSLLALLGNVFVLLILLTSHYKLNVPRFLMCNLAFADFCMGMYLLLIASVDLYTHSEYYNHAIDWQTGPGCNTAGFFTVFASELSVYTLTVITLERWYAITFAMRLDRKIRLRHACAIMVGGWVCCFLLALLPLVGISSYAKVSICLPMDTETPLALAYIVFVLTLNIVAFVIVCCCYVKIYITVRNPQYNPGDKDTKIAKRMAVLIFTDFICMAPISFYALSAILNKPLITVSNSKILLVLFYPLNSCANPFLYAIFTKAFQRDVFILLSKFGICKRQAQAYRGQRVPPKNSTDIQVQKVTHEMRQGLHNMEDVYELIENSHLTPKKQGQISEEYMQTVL
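Antagonism was scored as loss of TSH-driven cAMP in TSHR cells, stimulated with 4nM TSH (EC80) for 2 hours at 37 deg C and detected by homogeneous HTRF competition immunoassay.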
a7 integrin act: integrin-mediated muscular dystrophy alleviation activation; alpha7betagal myoblasts, beta-gal FDG fluorescence, 48 h; Potency, µM (series often up to 38.3 µM), without a hit: at the top dose activation, hits mostly activators; actives 0.064% (n = 350,000); AID 624291;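 note: potency is the fitted concentration of half-maximal effect; 100% = response of the positive control SU9516; nearly all actives have a fitted effect of over 60% in size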
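alpha7betagal+/- myoblasts (passage 13, 250/well) treated 48 h at 37C with compounds at 1:260 dilution of DMSO stock. Lysed, then beta-galactosidase activity read as FDG fluorescence (ex 480/em 540) after 30 min, with pre-read for autofluorescence.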
Tb PFK block: inhibitors of T. brucei phosphofructokinase | O15648 | T. brucei PFK, ADP-Glo luminescence | Potency, µM (highest dose often 57.5 µM), without a hit: at the highest dose activity, negative = inhibition, actives largely listed as inhibitors | actives 0.17% (n = 330,000);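 note: potency is the fitted concentration of half-maximal effect; 0% = uninhibited 1x PFK enzyme wells and -100% = no-enzyme wells; nearly all actives have a fitted effect of over 60% in size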
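Activity is normalized to no-enzyme wells (full inhibition) and 1.25 nM enzyme wells (no inhibition). Reaction: 0.5 mM F6P, 0.1 mM ATP, 45 min RT, ADP-Glo luminescence; concentration-response curves fitted and classed by quality.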
TCR activator: T cell receptor activation; primary human leukocytes, anti-CD3, IL-2 HTRF, 48 h; AID 504894; 330,000 tested, under 10 active; Potency, µM (top dose mostly 9.22 µM), for inactives: top-dose activation of IL-2 secretion, actives largely listed as activators; note: % of control where 0% means no effect
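Using a-CD3 beads without co-stimulation, primary human leukocytes were exposed to compounds for 48 hr. An HTRF IL-2 kit measured the cytokine, with europium-to-d2 energy transfer producing emission at 665nm upon 320nm excitation.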
PTAP TSG101 blk: blocks PTAP/TSG101 interaction to inhibit HIV-1 budding | Q99816 | Fluorescence polarization, FITC-PTAP peptide / Tsg101 binding | Potency, µM (doses to about 115 µM), for the others: at the top dose activity change, negative = inhibition, hits mostly inhibitors | 340,000 tested, under 10 active | AID 493005; active = well fitted inhibition curve with a large enough effect in the main read-out, with a control signal flat, not every such curve was filed as active; inconclusive = small, poorly fitted or top-dose-only effect, or effect the other way, or a change in a side signal; inactive = no such curve, though single readings can be large or run the other way; note: potency is the fitted concentration of half-maximal effect; % of control where 0% means no effect
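Steps: Tsg101 binding domain dispensed (10 uM final), compounds pinned in DMSO, FITC-labeled PTAP-motif peptide added (50 nM final); after 20 min binding at room temperature, polarization measured.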
ELG1 DNA repair: ELG1-dependent DNA repair inhibition | HEK293T ELG1-luciferase reporter, luminescence, 16 h; DNA damage induced by 5-fluorouridine | Potency, µM (highest dose often 46.1 µM), without a hit: at the top dose activity change, negative = inhibition, actives largely listed as inhibitors | actives 2.3% (n = 330,000) | AID 504467; note: potency is the fitted concentration of half-maximal effect; % is set by controls: 0 for no effect and ±100 for the full control effect; nearly all actives have a fitted effect of over 55% in size
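Cells (2,000 per well) received 5-fluorouridine plus test compound or DMSO and were incubated 16 hr at 37 °C, 5% CO2. Luciferase activity was read by luminescence 30 min after ONE-Glo addition; signal suppression marked inhibition of damage-induced ELG1 function.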
Mito fusion act: inhibitors of mitochondrial division or activators of mitochondrial fusion | S. cerevisiae fusion-defective mutant growth rescue, CellTiterGlo 48 h | Potency, µM (highest dose often 46.1 µM), without a hit: at the highest dose growth rescue (activation), usual class: activators | actives 0.23% (n = 320,000);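 note: potency is the fitted concentration of half-maximal effect; % of control where 0% means no effect; nearly all actives have a fitted effect of over 45% in size; temperature-sensitive fusion mutants such as fzo1-1 at 37 °C on non-fermentable ethanol glycerol medium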
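Temperature-sensitive fusion-defective S. cerevisiae (e.g. fzo1-1, mgm1-5) were grown with compound in YPEG medium (3% ethanol, 3% glycerol) for 48 hours at 37C. Growth rescue was measured as viability by CellTiterGlo luminescence after 10 minutes at ambient.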
* = called active by the depositor; ? = inconclusive; · = not tested or not shown; [ ] = another dose, or the depositor's remark. Unless noted, calls come from the whole dose curve; as a rule, active = well fitted curve in the direction sought with a large enough effect; inconclusive = small, poorly fitted or top-dose-only effect, or another doubt; inactive = no such curve, though single readings can be large; an effect the other way counts as inactive or inconclusive.

SMILES	S-ASM inh	A-T KAP1 phos	Eya2 inh	BCR signal inh	TSHR antagonist	a7 integrin act	Tb PFK block	TCR activator	PTAP TSG101 blk	ELG1 DNA repair	Mito fusion act
CC(=O)OCC1=C(C(=O)O)N2C(=O)C(NC(=O)c3ccc(COc4ccc(Cl)cc4)o3)C2SC1 (stereo not drawn)	-12%	-5%	5%	-26%	-10	-232%[inhibitor]	-27%	2%	-5%	-3%	-5%
N#Cc1ccccc1Sc1ccccc1N	1%	7%	3%	-11%	-2	-19%[7.66 µM]	1%	·	1%	16%	0%
Cc1ccc2nc(N3C(=O)C(O)=C(C(=O)c4ccco4)C3c3ccc(C)o3)sc2c1 (stereo not drawn)	18%	-4%	-1%	9%	59	-21%	0%	5%	3%	?	5%
CC(=O)c1cccc(NC(=O)Cn2cnc(S(=O)(=O)N3CCc4ccccc43)c2)c1	-8%	-6%	11%	-3%	-11	14%	-3%	0%	-4%	-2%	-2%
C[C@@H]1CN([C@@H](C)CO)C(=O)Cc2cc(NS(=O)(=O)c3cn(C)cn3)ccc2O[C@@H]1CN(C)C(=O)Nc1ccccc1	-2%	-2%	1%	-1%	-6	-11%	10%	-5%	0%	17%	·
CC(C)(C)[C@H]1C=C(C(=O)N2CCOCC2)O[C@@H](OCc2ccc(CO)cc2)C1	2%	-3%	-12%	-9%	3	-1%	-5%	-1%	2%	-7%	3%
O=C(N/N=C/c1c[nH]c2ccccc12)c1ccccc1O	-3%	3%	4%	?	0	-2%	5%	1%	-3%	?	-3%
O=C(NCC(=O)N1CCN(C(=O)c2ccco2)CC1)c1ccccc1	·	-1%	-6%	1%	7	12%	-5%	1%	-3%	27%	-3%
COc1ccc(Oc2cccc(Cl)c2CNC(=O)CC(C)(C)CC(=O)O)cc1	-1%	-6%	-24%	1%	5	10%	3%	-3%	-2%	-1%	0%
CCC(=O)NC(c1ccc(Cl)cc1Cl)c1ccc2cccnc2c1O (stereo not drawn)	-8%	0%	-3%	?	-5	-30%	0%	3%	0%	?	-1%
Cc1ccc(CNC(=O)c2ccc(CNS(=O)(=O)c3ccc4c(c3)C(C)(C)C(=O)N4C)cc2)o1	-2%	-3%	6%	0%	-4	-17%	0%	0%	4%	-5%	-1%
Cc1ccc(NC(=O)[C@H](NC(=O)[C@@H]2Cc3ccccc3CN2)c2ccccc2)cc1	0%	-3%	-8%	?	2	31%	1%	-26%	-7%	?	-8%
COc1ccc(C)cc1NC(=O)CCNC(=O)Cn1ccc2ccccc2c1=O	3%	-1%	0%	4%	6	12%	-1%	1%	-6%	-1%	-9%
COCCNc1nc(Cl)c(C#N)s1	-2%	0%	0%	6%	20	-1%	-5%	-5%	-1%	-18%	1%
Cc1ccc(NC(=O)CCN2C(=O)C3CC=CCC3C2=O)cc1Cl (stereo not drawn)	3%	-7%	13%	5%	-1	-10%	0%	-39%	-2%	17%	-2%
CC(C)(C)CN1CCC(Oc2cccc(C(=O)N3CCC[C@H]3CO)c2)CC1	-2%	2%	-11%	-5%	-1	15%	0%	5%	-4%	?	-6%
CCOc1ccc(CCNC(=O)CSCC(=O)Nc2cccc(C)c2)cc1OCC	6%	-1%	21%	-9%	6	-4%	0%	5%	2%	-1%	-5%
COc1cc(C(=O)N/C(=C\c2cn(C)c3ccccc23)C(=O)NCCCO)cc(OC)c1OC	3%	16%	3%	?	22	?	21%	14%	-6%	?	0%
CC(C)OC(=O)c1c(NC(=O)C2CC=CCC2C(=O)O)sc2c1CCCCC2 (stereo not drawn)	-10%	-8%	9%	?	-6	-15%	-5%	-1%	·	3%	-5%
Cc1c(C(=O)Nc2c(F)cccc2F)sc2ncnc(N3CCN(c4ccccc4)CC3)c12	-11%	-1%	8%	?	-7	4%	-3%	9%	0%	?	11%

Structural class: the compounds so far containing a cyano group (2)
SMILES	S-ASM inh	A-T KAP1 phos	Eya2 inh	BCR signal inh	TSHR antagonist	a7 integrin act	Tb PFK block	TCR activator	PTAP TSG101 blk	ELG1 DNA repair	Mito fusion act
N#Cc1ccccc1Sc1ccccc1N	1%	7%	3%	-11%	-2	-19%[7.66 µM]	1%	·	1%	16%	0%
COCCNc1nc(Cl)c(C#N)s1	-2%	0%	0%	6%	20	-1%	-5%	-5%	-1%	-18%	1%

Carrying on.
SMILES	S-ASM inh	A-T KAP1 phos	Eya2 inh	BCR signal inh	TSHR antagonist	a7 integrin act	Tb PFK block	TCR activator	PTAP TSG101 blk	ELG1 DNA repair	Mito fusion act
O=c1c2ccccc2[nH]c(=S)n1CCCN1CCN(C2CCCCC2)CC1	0%	0%	10%	?	2	-15%	-16%	-1%	-3%	8%	1%
Cc1cc(C)cc(NC(=O)C2CCN(S(=O)(=O)c3ccc4c(c3)NC(=O)C(C)S4)CC2)c1 (stereo not drawn)	-13%	-4%	-4%	?	-12	-13%	0%	-2%	1%	?	-3%
Cc1cccc(OCC(=O)Nc2ccc3c(C)cc(=O)oc3c2)c1	5%	-3%	-1%	1%	2	34%	-2%	2%[46.1 µM]	-1%	3%	-1%
Cc1ccccc1NC(=O)CSc1nnc2ccc(-c3ccccn3)nn12	-1%	6%	28%	2%	10	23%	2%	0%	-1%	-4%	-11%
CC(=O)Nc1cccc(C(=O)/C=C/c2ccco2)c1	-1%	-3%	-6%	?	-4	-40%	-10%	0%	-4%	?	7%
COc1ccc(OCc2nnc(SCc3ccc(C(=O)O)cc3)o2)cc1	6%	-3%	-3%	7%	-8	8%	-3%	3%	-5%	?	-5%
Cc1cc(-c2ccc(C)c(S(=O)(=O)N3CCN(c4ccc(F)cc4)CC3)c2)on1	-12%	1%	0%	-1%	-2	-10%	-4%	-1%	-1%	-12%	-2%
CCOC(=O)c1ccc(NC(=S)Nc2ccc3[nH]c(=O)[nH]c3c2)cc1	-1%	0%	11%	-4%	-2	10%	-19%	2%	-10%	?	4%
CN1C(=O)N(C)C2(c3ccccc3)N(C)C(=O)NC12c1ccccc1 (stereo not drawn)	3%	2%	3%	0%	7	0%	1%	-4%	0%	-2%	-1%
CCOc1ccc(NC(=S)NCCCc2ccccc2)cc1	-3%	8%	2%	2%	-11	0%	-2%	0%	-3%	5%	2%
CS(=O)(=O)Nc1ccccc1C(=O)Nc1ccc2c(c1)OCCO2	1%	-8%	4%	4%	21	11%	0%	1%	-4%	?	1%
O=C(c1cnc2n(c1=O)CCS2)N1CCN(c2ccccc2Cl)CC1	·	4%	0%	5%	-7	·	4%	·	·	3%	0%
C=CCn1c(SCC(=O)NCc2ccc3c(c2)OCO3)nnc1C1COc2ccccc2O1 (stereo not drawn)	-4%	-4%	2%	0%	-3	-4%[7.66 µM]	0%	-4%	-2%	-16%	-4%
CCOc1ccc(CCNC(=O)CCc2nnc3ccc(N4CCOCC4)nn23)cc1OCC	4%	22%	-14%	?	6	4%	-7%	-2%	-4%	-18%	0%
Nc1nnnn1CC(=O)N/N=C/c1cc([N+](=O)[O-])ccc1O	-7%	-1%	6%	?	30	11%	-5%	2%	-1%	?	0%
Cc1n[nH]c(=O)nc1NC(C)c1ccccc1 (stereo not drawn)	-6%	·	3%	1%	5	-13%[7.66 µM]	2%	-9%	0%	2%	1%
CCOC(=O)N1CCN(C(=O)c2ccc3c(c2)N(Cc2ccccc2)CCS3)CC1	63%[activator]	1%	-7%	5%	-4	-18%	-1%	-3%	0%	?	6%
O=C(Cn1cnc2ccccc2c1=O)NC1CCS(=O)(=O)C1 (stereo not drawn)	7%	5%	2%	-3%	3	17%	4%	-3%	-2%	9%	-6%
O=C(Nc1ccccc1)C1C2CCC3C(CCC21)C3(Cl)Cl (stereo not drawn)	-3%	-1%	16%	0%	-22	-1%	3%	-2%	-2%	-13%	6%
COc1ccc(CCNC(=O)C2CCN(S(=O)(=O)N3CCCCCC3)CC2)cc1OC	1%	2%	7%	-2%	-6	2%	1%	2%	-8%	?	1%
